# Bioassay records (PubChem)
# KOR beta-arrestin-1 – KOR antagonists, beta-arrestin recruitment, cell-based, luminescence, uHTS (AID 1778); KOR beta-arrestin recruitment, luminescence, antagonist mode; higher % means a stronger effect; one-dose inhibition, % at 10 µM; IC50 in µM for titrated hits; 0.091% of 290,000 active; in the data active = inhibition above about 50%; also: strong numbers were not always called active
# KOR beta-arrestin-2 – KOR agonists, beta-arrestin recruitment, primary screen, cell-based, luminescence, uHTS (AID 1777); KOR beta-arrestin recruitment, luminescence; higher % means a stronger effect; activation, % at 10 µM; hits with a dose series show EC50 in µM; 0.02% of 280,000 active; in the data active = activation above about 50%, passing the limit was not always enough; also: a part of the inactive calls stands beside numbers as strong as those of hits
# Siah-1 displacement – Siah-1 peptide-binding antagonists, primary screen, biochemical, fluorescence polarization, rhodamine-plectin, uHTS (AID 1817); Siah-1 / rhodamine-plectin peptide fluorescence polarization; higher % means a stronger effect; one-dose displacement, % at 20 µM; IC50 in µM for titrated hits; 0.02% of 290,000 active;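 active = displacement of at least 50% at 20 µM, with a fluorescence ratio check between 0.3 and a set limit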;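 also: plate controls were Siah plus tracer with DMSO for no effect and tracer alone without Siah for full effect; strong numbers were not always called active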
# HIV fusion peptide – inhibitors of HIV fusion peptide binding, primary screen, biochemical, uHTS, fluorescence dequenching (AID 1986). cell-free peptide binding, fluorescence dequenching, 30 min; higher % means a stronger effect. one-dose inhibition, % at 20 µM; IC50 in µM for titrated hits. 0.3% of 290,000 active; in the data active = inhibition mostly above about 52%, no sharp cut-off; inactive = mostly below about 76%; also: some results filed as inactive read as strong as hits
# GPR55 activation – GPR55 agonists via beta-arrestin recruitment, primary screen, imaging, U2OS cells, beta-arrestin-GFP redistribution (AID 1961) | one-dose activation, % at 10 µM; EC50 in µM for titrated hits | 0.048% of 290,000 active | U2OS GPR55 beta-arrestin-GFP redistribution imaging; higher % means a stronger effect;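 active = activation above 40% with more than 50 cells counted in the well; inconclusive = wells holding fewer than 50 cells, flagged as toxic or sparse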;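 also: U2OS osteosarcoma cells stably expressing GPR55 and beta-arrestin-GFP; plate controls were DMSO negative control for no effect and LPI positive control for full effect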
# NOD1 inhibition – inhibition of NOD1-driven NF-kB reporter – cell-based, luminescence, uHTS, primary screen (AID 1578). inhibition, % at 4 µM, or EC50 in µM where a hit was titrated. 1% of 290,000 active. NOD1-driven NF-kB luciferase reporter cells, luminescence; higher % means a stronger effect; in the data active = inhibition mostly above about 36%, no sharp cut-off; inactive = mostly below about 34%;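 also: HEK-293T reporter cells stimulated with the NOD1 agonist gamma-tri-DAP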
# GPR55 antagonists – inhibition of LPI-stimulated GPR55 beta-arrestin translocation – imaging, U2OS, beta-arrestin-GFP, LPI agonist, primary screen (AID 2013) | U2OS GPR55 beta-arrestin-GFP translocation imaging, LPI antagonism; higher % means a stronger effect | inhibition, % at 10 µM; hits with a dose series show IC50 in µM | 0.13% of 290,000 active;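 active = spots per cell inhibited over 60%, with over 100 cells counted and total cytoplasm intensity under 500,000; inconclusive = wells with under 100 cells, flagged as likely toxic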;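 also: U2OS cells stably carrying GPR55 and arrestin-GFP stimulated by 5 µM LPI near EC80; imaged beta-arrestin-GFP aggregate spots per cell after agonist stimulation; plate controls were LPI-stimulated DMSO wells for no effect and DMSO wells without LPI for full effect; some results filed as inactive read as strong as hits; confirmed hits need IC50 under 10 µM and bright autofluorescent wells are also inconclusive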
# AID2073 – inhibitors of Mint1-CaV2.2 protein interaction, biochemical, HTRF (AID 2073); HTRF protein-protein interaction, Mint1-CaV2.2; higher % means a stronger effect; 0.19% of 290,000 active; inhibition, % at 20 µM; hits with a dose series show IC50 in µM; in the data active = inhibition mostly above about 51%, no sharp cut-off; inconclusive = no clear call, values can overlap the other calls; inactive = mostly below about 53%; also: some results filed as inactive read as strong as hits
# GPR35 antagonists – inhibition of zaprinast-stimulated GPR35 beta-arrestin translocation – imaging, U2OS, beta-arrestin-GFP, zaprinast agonist, primary screen (AID 2058); U2OS GPR35 beta-arrestin-GFP translocation imaging, zaprinast antagonism; higher % means a stronger effect; inhibition, % at 10 µM, or IC50 in µM where a hit was titrated; 0.052% of 290,000 active;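 active = inhibition of at least 50% with at least 30 cells and total cytoplasm GFP at most 10,000,000; inconclusive = under 30 cells or total GFP of 10,000,000 plus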
# Active calls of the source: *; ? = inconclusive; . = no result given; [ ] = another dose, or the depositor's remark. Only part of the results is shown (hit frequency here may not be typical).
SMILES,KOR beta-arrestin-1,KOR beta-arrestin-2,Siah-1 displacement,HIV fusion peptide,GPR55 activation,NOD1 inhibition,GPR55 antagonists,AID2073,GPR35 antagonists
CCn1cc(C(=O)N(C)c2ccccc2F)c2cc(OC)c(OC)cc2c1=O,-38%,6.8%,1%,0.2%,-0.1%,-7%,-3%,-2%,-2%
COC(=O)[C@@H]1CC[C@H](C)[C@@H](c2ccc(C)cc2)N1C(=O)c1ccc(/C=N/OC[C@@H](O)[C@H]2O[C@@H]3OC(C)(C)O[C@@H]3[C@H]2O)cc1,-14%,3.9%,-3%,0.9%,-0.1%,28%,-18%,-3%,4%
Cc1ccc(C)c(NC2=CC(=O)CC(C)(C)C2)c1C#N,-9%,6.4%,-6%,2.4%,0.1%,18%,-9%,5%,4%
Cc1cc(C(=O)NC2CCCN(Cc3ccccc3F)C2)n[nH]1 (configuration not stated),4%,-2.5%,10%,1.2%,0.3%,-16%,-6%,5%,4%
CSc1nnc(C)c(=O)n1COC(=O)c1ccc(S(=O)(=O)N2CCOCC2)cc1,-18%,2.2%,-6%,1.1%,0.2%,30%,-2%,1%,-8%
CCN1CCN(S(=O)(=O)c2cc(OC)ccc2OC)CC1,4%,0.4%,-4%,-1.6%,-0.1%,-10%,-15%,-3%,-6%
CCc1nnc(NC(=O)c2nc(Cl)ccc2Cl)s1,16%,0.7%,0%,-0.6%,-0.2%,-16%,8%,6%,-1%
O=[N+]([O-])c1ccc(Oc2cccnc2)nc1,-11%,4.4%,6%,1.7%,-0.2%,-3%,0%,-10%,-4%
O=C(CNC(=O)c1ccccc1)NC1(C(=O)NC2CCCC2)CCCCC1,10%,1.8%,-1%,-2.5%,-0.2%,-36%,7%,-1%,10%
COc1cc(-c2nnc3sc(-c4cccs4)nn23)cc(OC)c1OC,-26%,4.8%,2%,-1.0%,0.2%,-10%,-11%,-11%,3%
O=C(N/N=C/c1ccc(Cl)cc1)Nc1ccccc1,-40%,4.9%,-5%,0.5%,-0.1%,-21%,-2%,-2%,-4%
CCOC(=O)c1nc(Nc2ccccc2C)c2ccccc2n1,29%,-4.3%,6%,-1.0%,-0.5%,-28%,5%,17%,0%
CCCCNc1nc(=S)[nH]c2cc(OC)c(OC)cc12,5%,0.6%,3%,-1.6%,-0.1%,-24%,3%,-28%,-3%
CCOC(=O)C1(Cc2cccc(OC)c2)CCN(Cc2cccn2-c2nccs2)CC1,20%,0.0%,-3%,0.3%,-0.1%,-18%,9%,6%,-4%
CCN(CC)CCCN1C(=O)C(=O)/C(=C(/O)c2ccc3c(c2)CC(C)O3)C1c1ccncc1 (configuration not stated),-12%,-2.1%,-1%,1.4%,-0.2%,-12%,-1%,-1%,-2%
CC(=O)NC12CC3CC(C1)CC(C(=O)N1CCN(c4ncccn4)CC1)(C3)C2,-4%,-0.5%,-1%,3.0%,-0.1%,-18%,6%,5%,4%
COc1ccccc1NC(=O)c1c(C)nc2ccccc2c1C(=O)O,-14%,2.6%,2%,0.5%,0.0%,-14%,5%,-13%,1%
CCCCOn1c(C)c(C(=O)OCC)c2c3no[n+]([O-])c3ccc21,-20%,4.5%,-2%,-2.8%,-0.3%,20%,-19%,?,-4%
Cc1ccc(S(=O)(=O)N2CCN(c3ncnc4c3cnn4-c3ccccc3)CC2)cc1,-44%,5.0%,-1%,2.0%,-0.2%,-34%,1%,12%,-11%
Cc1nc2c(ccc3nc(NC(=O)c4ccc5c(c4)OCCO5)sc32)s1,-4%,0.1%,9%,-1.0%,-0.3%,.,0%,29%,-4%
Cc1ccc2oc(C(=O)NCC(c3ccco3)N(C)C)c(C)c2c1 (configuration not stated),-22%,1.7%,-2%,-2.8%,0.1%,-16%,4%,5%,0%
COc1ccc(CC(=O)N/N=C/c2ccc(-c3cccc(C(=O)O)c3)o2)cc1OC,4%,-2.0%,2%,29%,0.0%,-12%,-5%,13%,-6%
O=C(Nc1nccs1)C1CC(=O)N(c2ccc(F)cc2)C1 (configuration not stated),0%,3.7%,3%,1.1%,-0.1%,-4%,-1%,2%,4%
O=C(NC(=S)Nc1ccc2oc(=O)ccc2c1)c1ccco1,16%,4.0%,11%,-1.0%,-0.1%,-13%,4%,-18%,11%
Cc1ccc(S(=O)(=O)N2CCOCC2)cc1NC(=O)CSc1nc(N)cc(=O)[nH]1,-20%,-0.2%,0%,-0.3%,-0.2%,0%,-1%,-12%,10%

# Other results
SMILES,KOR beta-arrestin-1,KOR beta-arrestin-2,Siah-1 displacement,HIV fusion peptide,GPR55 activation,NOD1 inhibition,GPR55 antagonists,AID2073,GPR35 antagonists
Clc1ccc(-c2nc3ccccn3c2CN2CCSCC2)cc1,-22%[20 µM],-0.1%,-4%,1.4%,-0.1%,-31%,-6%,-1%,4%
O=C(NCCCN1CCCCC1)c1ccc2c(c1)NC(=O)C(N1CCOCC1)S2 (configuration not stated),-5%,0.2%,1%,4.1%,0.1%,-8%,22%,-3%,-3%
C/C(CC(=O)Nc1cccc2c1CCCC2)=N\NC(=O)COc1ccccc1,1%,-2.4%,-6%,-2.9%,-0.4%,-3%,10%,-8%,14%
CCOC(OCC)P(=O)(c1ccccc1)c1ccccc1,-13%,-8.4%,1%,-0.1%,-0.3%,-20%,-9%,16%,-8%
COC(=O)c1cc(C#N)c(N2CCN(C)CC2)nc1C,-13%,-2.2%,8%,1.1%,-0.1%,-53%,8%,6%,12%
CCn1cc2nc(SCC(=O)Nc3ccccc3F)n(Cc3ccccc3)c(=O)c2n1,21%,-1.6%,-3%,-0.6%,0.3%,-16%,2%,31%,0%
COc1ccc(C2(c3ccc(OC)cc3)NC(=O)N(CC(=O)NCC(F)(F)F)C2=O)cc1,-17%,7.6%,0%,1.0%,0.3%,-9%,-4%,9%,4%
O=C(Cc1sc(-c2ccccc2)nc1-c1ccccc1)Nc1ccccc1,-38%,3.7%,0%,0.8%,0.0%,-30%,-5%,-10%,-3%
Cc1cc(C)n(CC(=O)N/N=C/c2cc(Br)cc([N+](=O)[O-])c2O)n1,-30%,-4.8%,-1%,4.9%,-0.5%,5%,-16%,28%,-9%
CCC(=O)Nc1ccc(C(=O)NNC(=O)COc2cccc(C)c2)cc1,-47%,2.7%,5%,1.5%,-0.1%,-1%,-5%,3%,1%
O=[N+]([O-])c1cc(-c2nnc(-c3ccccc3)o2)ccc1Oc1ccc(Cl)cc1,-24%,48%,-1%,0.7%,-0.1%,-39%,4%,39%,-5%
Cc1cnc(C(=O)OCc2ccc(Br)cc2)cn1,-26%,1.7%,0%,0.4%,0.5%,-4%,-8%,5%,10%
N/C(=N\OC(=O)c1cccc2ccccc12)c1ccccn1,22%,2.1%,10%,-1.5%,9.1%,-6%,5%,-3%,8%
Nc1cc(N)nc(SCC(=O)N2CCCCC2)n1,-28%,5.2%,7%,3.5%,0.6%,-6%,-6%,1%,24%
NC(=NC1CCCCC1)c1ccc([N+](=O)[O-])cc1,-62%,3.8%,-11%,0.3%,0.2%,15%,-4%,20%,-18%
CCn1c(=O)c(C(=O)NCc2ccc(OC)cc2)c(O)c2ccccc21,6%,-0.3%,0%,-0.5%,-0.2%,.,-9%,25%,-16%
O=C1/C(=C/c2ccncc2)SC(=S)N1C1CCS(=O)(=O)C1 (configuration not stated),18%,1.9%,1%,-2.2%,0.2%,20%,5.5µM*,-36%,7%
O=C(NNC(=O)c1ccc2c(c1)OCO2)NC1CCCCC1,-43%,2.0%,1%,-2.1%,0.3%,21%,0%,-10%,-6%
CCOc1ccc(NC(=O)C2CC(=O)OC2c2ccccc2)cc1 (configuration not stated),-8%[20 µM],-7.6%,-5%,0.5%,-0.1%,-4%,-1%,-6%,-10%
CC(C)c1ccc(NC(=O)C2CCN(S(C)(=O)=O)CC2)cc1,-5%,2.9%,4%,2.1%,-0.1%,-40%,-3%,4%,5%
O=C(CCN1C(=O)/C(=C/c2ccccc2)SC1=S)Nc1cccnc1,-41%,-2.0%,-2%,0.5%,0.0%,23%,2%,0%,6%
CC(c1ccccc1)n1c(N2CCN(C)CC2)nc2c1c(=O)[nH]c(=O)n2C (configuration not stated),-11%,5.4%,3%,-0.5%,-0.1%,-38%,-3%,8%,-5%
Cc1cc(N)n(-c2ccc(Cl)cc2)n1,-18%,-4.6%,6%,-1.8%,0.0%,-19%,18%,10%,0%
CCOC(=O)CSc1nnc(NCC(=O)OC)c(=O)[nH]1,-11%,-7.5%,-2%,-1.0%,-0.1%,-28%,-14%,40%,1%
Cc1nc([N+](=O)[O-])cn1CC(=O)NCCCO,.,-2.7%,2%,-0.1%,0.9%,-10%,1%,3%,14%

# (more compounds)
SMILES,KOR beta-arrestin-1,KOR beta-arrestin-2,Siah-1 displacement,HIV fusion peptide,GPR55 activation,NOD1 inhibition,GPR55 antagonists,AID2073,GPR35 antagonists
O=c1[nH]cnc2c1c(-c1ccccc1)cn2-c1ccc(F)cc1,18%,-2.6%,8%,-1.4%,-0.2%,21%,-13%,-3%,3%
CC(NC(=O)c1ccc2ccccc2n1)c1ccc(S(N)(=O)=O)cc1 (configuration not stated),2%,0.2%,-3%,0.2%,-0.1%,-17%,-1%,5%,-7%
OC1(c2cccs2)CN(c2ccc(Cl)cc2)C2=[N+]1CCCC2 (configuration not stated),-2%,-1.5%,0%,0.9%,-0.3%,-12%,11%,-5%,-1%
O=C(Nc1ccc(Cl)c(Cl)c1)c1ccncc1,-22%,4.2%,0%,0.4%,-0.1%,-92%,10%,1%,-5%
CNC(=O)COC(=O)c1cc2c(s1)CCCC2,-14%,-15%,9%,0.4%,0.6%,-17%,6%,-4%,10%
COc1cc(CN2CCN(CCCc3ccccc3)CC2CCO)cc(OC)c1 (configuration not stated),4%[20 µM],.,-8%,-2.1%,0.2%,-3%,-3%,5%,9%
CC(C)Cc1nnc(NC(=O)CSc2nc(N)cc(=O)[nH]2)s1,-7%,5.4%,-3%,-0.7%,0.6%,-12%,2%,-3%,-2%
CC(=O)N(C(C)=O)N1C(=O)c2cccc3c(N4CCOCC4)ccc(c23)C1=O,-19%,-1.4%,5%,100%*,0.2%,-22%,-11%,6%,10%
CCC1(CC)NC(=O)N(CC(=O)OCC(=O)Nc2cc(C)ccc2C)C1=O,26%,-4.5%,-2%,-1.5%,0.0%,6%,-3%,-1%,6%
Nc1ncnc2nc(SCC(=O)Nc3ccccc3F)[nH]c12,2%,-1.6%,-2%,-1.2%,-0.3%,-22%,-14%,2%,14%
COc1ccc(NC(=O)CCNS(=O)(=O)c2cccc3nonc23)c(OC)c1,5%,-3.2%,3%,-2.2%,-0.2%,-8%,18%,-11%,14%
CC1=Nc2cc(C(=O)N3CCCCC3)ccc2Sc2ccc(C)cc21,-1%,-3.1%,1%,-0.8%,-0.3%,0%,-2%,8%,14%
